LmPK inh: qHTS Assay for Inhibitors of Leishmania Mexicana Pyruvate Kinase (LmPK); Q27686; purified LmPK, Kinase-Glo ATP luminescence, 1 h; Potency, µM (top dose mostly 57.5 µM), for inactives: at the highest dose activity change, negative = inhibition, usual class: inhibitors; 290,000 compounds, 0.37% hits; AID 1721, 2009; note: potency is the fitted concentration of half-maximal effect
Target sequence (Q27686 whole entry, looked up): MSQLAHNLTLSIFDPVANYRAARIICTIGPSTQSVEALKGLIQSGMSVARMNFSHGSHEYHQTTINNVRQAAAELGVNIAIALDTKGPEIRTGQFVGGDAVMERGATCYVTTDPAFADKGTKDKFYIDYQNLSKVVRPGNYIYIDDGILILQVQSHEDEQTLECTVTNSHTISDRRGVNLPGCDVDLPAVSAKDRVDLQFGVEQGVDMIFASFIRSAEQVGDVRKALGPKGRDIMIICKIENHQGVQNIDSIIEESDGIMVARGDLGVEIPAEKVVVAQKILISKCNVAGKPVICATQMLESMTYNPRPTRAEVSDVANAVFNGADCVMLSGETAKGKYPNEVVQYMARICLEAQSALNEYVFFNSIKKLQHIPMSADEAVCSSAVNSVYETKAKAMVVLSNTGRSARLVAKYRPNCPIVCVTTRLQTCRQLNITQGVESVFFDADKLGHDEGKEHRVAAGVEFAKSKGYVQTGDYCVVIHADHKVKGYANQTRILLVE
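Kinase-Glo luminescence read after 1 h RT reaction of 0.1 nM LmPK with 0.5 mM PEP and 0.1 mM ADP. Activity scaled between uninhibited and enzyme-free controls.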
AMA1-RON2 inh: qHTS for Inhibitors of AMA1-RON; Towards Development of Antimalarial Drug Lead: Primary Screen. AlphaScreen AMA1-biotinylated RON2 peptide binding. 360,000 compounds, 0.2% hits. AID 720542, 2013. Potency, µM (highest dose often 58.2 µM), for the others: at the top dose activity change, negative = inhibition, usual class: inhibitors;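 note: potency is the fitted concentration of half-maximal effect; 0% = vehicle wells and -100% = peptide control; nearly all actives have a fitted effect of over 45% in size; some results filed as inactive show a strong effect at the top dose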
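AMA1 (3D7) with his tag at 25 nM final met compounds first, then biotinylated RON2 peptide at 25 nM; detection used donor plus acceptor beads, 10 µg/mL apiece, read by AlphaScreen after 30 min at room temperature.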
HCMV antiviral: qHTS Assay for inhibitors of the human cytomegalovirus (HCMV); activity change, negative = inhibition, % at 57.5 µM; AID 1259415, 2018; HFF cells, HCMV-luciferase reporter, 72 h; active compounds read low; 410,000 compounds, 4.5% hits; in the data active = activity change below about -60%; inconclusive = no clear call, values can overlap the other calls; inactive = above about -39%
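Luciferase read-out from HCMV-luciferase-infected HFFs (MOI 1 PFU/cell) 72 h post infection at 37C; compounds added after 16 h cell attachment; activity normalized between buffer-only basal and Salinomycin (10uM) inhibitor controls.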
AmpC inh detg: qHTS Inhibitors of AmpC Beta-Lactamase (assay with detergent); Potency, µM (highest dose often 114 µM), for the others: top-dose activity change, negative = inhibition, hits mostly inhibitors; P00811; AmpC hydrolysis of nitrocefin, absorbance 480 nm, 0.01% Triton; 370,000 compounds, 0.041% hits;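 note: potency is the fitted concentration of half-maximal effect; 0% = no-compound wells and -100% = no-enzyme wells; nearly all actives have a fitted effect of over 25% in size; some results filed as inactive show a strong effect at the top dose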
Target sequence (P00811 whole entry, looked up): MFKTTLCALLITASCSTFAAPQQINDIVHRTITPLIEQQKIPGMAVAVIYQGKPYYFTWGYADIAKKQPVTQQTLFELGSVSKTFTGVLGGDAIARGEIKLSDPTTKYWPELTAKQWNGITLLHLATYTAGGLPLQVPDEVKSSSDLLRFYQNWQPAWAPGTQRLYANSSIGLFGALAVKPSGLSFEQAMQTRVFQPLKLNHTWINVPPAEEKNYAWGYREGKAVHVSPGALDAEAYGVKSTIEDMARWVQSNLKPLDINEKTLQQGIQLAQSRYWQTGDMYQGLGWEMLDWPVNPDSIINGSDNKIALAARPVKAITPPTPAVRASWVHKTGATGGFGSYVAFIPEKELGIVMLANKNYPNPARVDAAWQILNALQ
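20 mM phosphate pH 7.0 + 0.01% (detergent screen) or 0.0001% Triton X-100; 5.3 nM AmpC reagent; cpd preinc 15 min RT; nitrocefin (800 uM stock) to start; A480 q20 s × 4 min; Activity was normalised to no-enzyme and no-compound control wells.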
Tb PYK inh: qHTS of Trypanosoma Brucei Inhibitors | TbPYK enzyme, Kinase-Glo Plus ATP luminescence, 45 min | Potency, µM (doses to about 76.8 µM), for inactives: top-dose activity, negative = inhibition, actives largely listed as inhibitors | 410,000 compounds, 0.12% hits; note: potency is the fitted concentration of half-maximal effect; nearly all actives have a fitted effect of over 50% in size
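Activity of T. brucei pyruvate kinase was followed by Kinase-Glo Plus luminescence after the enzyme reacted 45 min at room temperature with 130 uM ADP (final) and substrate. Test compounds were added before ADP at multiple concentrations.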
AmpC no deterg: qHTS Inhibitors of AmpC Beta-Lactamase (assay without detergent); P00811; AmpC nitrocefin hydrolysis, absorbance 480 nm, 0.0001% Triton; Potency, µM (titrated, usually from 57.1 µM), inactives show at the highest dose activity change, negative = inhibition, most hits filed as inhibitors; 330,000 compounds, 0.52% hits;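 note: potency is the fitted concentration of half-maximal effect; plate controls were no compound for no effect and no enzyme for full effect; nearly all actives have a fitted effect of over 20% in size; some results filed as inactive show a strong effect at the top dose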
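AmpC (5.3 nM in the dispensed reagent) in 20 mM phosphate pH 7.0 with 0.01% (detergent screen) or 0.0001% Triton X-100 was preincubated with compounds for 15 min at room temperature. Nitrocefin was then added from an 800 uM solution, and hydrolysis was followed at 480 nm.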
Sm TGR block: qHTS Assay for the Inhibitors of Schistosoma Mansoni Peroxiredoxins | Schistosoma mansoni thioredoxin glutathione reductase (TGR), Q962Y6 | purified TGR, DTNB reduction, TNB absorbance 405 nm | Potency, µM (series often up to 114 µM), without a hit: at the highest dose activity change, negative = inhibition, hits mostly inhibitors | 360,000 compounds, 3% hits | AID 485364, 2010; note: potency is the fitted concentration of half-maximal effect; nearly all actives have a fitted effect of over 60% in size
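First, TGR (20 nM dispensed) and NADPH were mixed with compound. Second, a 15 min room-temperature incubation followed. Third, further NADPH and then DTNB were added to start the reaction. Finally, TNB absorbance was monitored kinetically.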
* marks the source's active call; other numbers are inactive results; ? = inconclusive; nt = no result given; & = joins results of further samples; [ ] = dose if it differs, or a comment. Unless noted, calls come from the whole dose curve; as a rule, active = well fitted curve in the direction sought with a large enough effect; inconclusive = small, poorly fitted or top-dose-only effect, or another doubt; inactive = no such curve, though single readings can be large; an effect the other way counts as inactive or inconclusive. Unless noted, % is set by controls: 0 for no effect and ±100 for the full control effect. No enrichment for hits; 7.4% or so of the library scored in one or more.

smiles | Tb PYK inh | AmpC inh detg | AMA1-RON2 inh | LmPK inh | HCMV antiviral | Sm TGR block | AmpC no deterg
CCN(CC(=O)Nc1ccc(NC(C)=O)cc1)C(=O)C1CC1 | -4.4% | nt | 1.3% | nt | 5.2 | nt | nt
C=CCNC(=S)/C(=C(/[O-])c1ccccc1Br)[n+]1ccccc1 | 0.2% | ? | 19.5% | 0.2% | -2.0 | ? | -7.6%[11.4 µM]
CSCCC(NC(=O)c1ccco1)C(=O)Nc1ccc(C)cn1 (stereo not given) | -5.6% | ? | 15.0% | nt | -4.7 | 2.2% | -8.0%
CCOc1cc(S(=O)(=O)n2ccc(C)n2)ccc1Br | -2.2% | -1.8% | 3.1% | -3.4% | ? | 2.4% | -13.0%
O=C(NCC1CCCO1)c1cc2nc(-c3ccco3)cc(C(F)(F)Cl)n2n1 (stereo not given) | 0.2% | ? | -2.3% | -0.3% | 3.9 | 44.7µM* | -20.2%
C[C@H]1CN([C@@H](C)CO)S(=O)(=O)c2ccc(Br)cc2O[C@@H]1CN(C)Cc1ccccc1 | -5.3% | nt | -3.1% | nt | -14.9 | nt | nt
Cc1cc(C)nc(SCc2cn3c(C)cccc3n2)n1 | -11.2% | 2.3% | -17.6% | -0.6% | -12.2 | -1.0% | -1.7%
CCc1nn2c(=O)cc(COC(=O)CNC(=O)c3ccccc3)nc2s1 | 0.5% | -3.8% | nt | nt | -14.1 | -1.2% | nt
CC(=O)C1=C(c2ccc(Cl)c(Cl)c2)N(C(C)=O)n2c(C)nnc2S1 | 5.3% | -0.9% | nt | nt | -28.7 | ? | nt
CN(CC(=O)Nc1ccccc1C(F)(F)F)C(=O)c1ccccc1Sc1ccccc1C#N | 0.8% | 0.8% | 52.2%[activator] | nt | -14.2 | -2.0% | 55.2%

The final 2 compounds of the section before come first, to join the parts:
smiles | Tb PYK inh | AmpC inh detg | AMA1-RON2 inh | LmPK inh | HCMV antiviral | Sm TGR block | AmpC no deterg
CC(=O)C1=C(c2ccc(Cl)c(Cl)c2)N(C(C)=O)n2c(C)nnc2S1 | 5.3% | -0.9% | nt | nt | -28.7 | ? | nt
CN(CC(=O)Nc1ccccc1C(F)(F)F)C(=O)c1ccccc1Sc1ccccc1C#N | 0.8% | 0.8% | 52.2%[activator] | nt | -14.2 | -2.0% | 55.2%
O=C1NC(=Nc2ccccc2)SC1Cc1ccccc1 (stereo not given) | -2.5% | 5.0% | 1.4% | -8.2% | ? | 13.9% | 5.8%
CNS(=O)(=O)c1cn(CC(=O)N2CCN(c3cccc(C)c3C)CC2)cc1S(=O)(=O)NC | 6.2%[15.4 µM] | 23.5% | nt | nt | ? | -0.4% | nt
Cc1ccc(-n2c(SCC(=O)NCc3ccc4c(c3)OCO4)nnc2-c2cccnc2)c(C)c1 | -1.5% | ? | -11.5% | -2.3% | -34.9 | 8.0% | 38.2%
CCn1c(=O)c([N+](=O)[O-])c(NCC2CCCO2)c2ccccc21 (stereo not given) | 3.4% | 0.6% | -8.8% | -4.5% | 3.9 | 2.3% | -8.0%
Cc1cccc(Cn2nc(C(C)(C)C)cc2C(=O)Nc2ccc(F)cc2)c1 | -6.9% | 3.1% | 11.7% | 2.0% | -93.0* | 7.3% | -30.6%
CCCOc1ccc(CNC(=O)CN2C(=O)c3cccnc3Oc3ccc(C)cc32)cc1 | -6.6%[15.4 µM] | -7.9% | nt | nt | ? | 0.9% | nt
Cc1nn(CC(=O)NCCCc2ccccc2)c(=O)c2cccn12 | 0.0% | 4.0% | 0.8% | -1.6% | nt | -1.2% | 2.0%
O=C(NCCCN1CCN(c2ccc(F)cc2)CC1)c1cc2c(Cl)nc3ccccc3c2s1 | 1.4% | -5.5% | nt | nt | 10.5 | -0.6% | nt
COc1cc(CCCN2CCNC[C@H]2Cc2ccc(O)cc2)cc(OC)c1OC | 1.7% | -3.6% | 11.1% | nt | 0.8 | 3.3% | -3.7%
Cc1cccc(C(=O)NNC(=O)c2ccccc2O)c1 | 2.6% | -1.2% | 98.3%[activator] | -0.5% | 106.0 | 16.8% | -12.6%

(listing goes on)
smiles | Tb PYK inh | AmpC inh detg | AMA1-RON2 inh | LmPK inh | HCMV antiviral | Sm TGR block | AmpC no deterg
COC(=O)C(C)Sc1nnc(-c2ccncc2)o1 (stereo not given) | -0.4% | -1.7% | -2.6% | -9.0% | 55.3 | 1.9% | -18.8%
N#C/C(=C\c1ccc(Br)cc1)c1nc(-c2cc3cc(Br)ccc3oc2=O)cs1 | 1.0% | 2.1% | nt | nt | 3.1 | -7.8% | nt
CCc1noc(C)c1C(=O)N(CC)CC(=O)Nc1cc(Cl)ccc1C | 2.2% | 4.9% | 96.9%[activator] | nt | -39.3 | -20.1% | -8.5%
CC(C)(C)Nc1nc(OCC(F)(F)F)nc(OCC(F)(F)F)n1 | 3.0% | ? | 0.0% | -6.2% | 63.2 | 7.5% | -3.9%
Cc1nc(SCC2(C)CC2(Cl)Cl)n[nH]1 (stereo not given) | 4.6% | 1.7% | -4.7% | -1.3% | -15.7 | 5.6% | -4.5%
Cn1c(=O)n(C)c2cc(NS(=O)(=O)c3ccc4c(c3)CCCC4)ccc21 | 1.9% | -1.7% | 0.9% | 5.4% | -107.1* | 1.5% | 24.3%
CC(C)Oc1ccc(CN2CCc3nc(Nc4ccc5c(c4)OCCO5)ncc3C2)cc1 | 3.3% | 6.4% | nt | nt | ? | 1.5% | nt
CCOC(=O)c1c(NC(=O)CSc2nnc(Cc3ccccc3)o2)sc(C)c1C | -4.7% | ? | -2.8% | 3.4% | -18.5 | 6.1% | -17.2%
CCCS(=O)(=O)N1CCC(n2c(C)nc3cccnc32)CC1 | -0.4% | 0.2% | nt | nt | -1.2 | -8.0% | nt
O=C(Cc1ccc(-n2cccc2)cc1)NCc1ccccc1Cl | -2.1% | -5.8% | -5.9%[11.6 µM] | 0.0% | -18.6 | -0.1% | -41.1%

Next section
smiles | Tb PYK inh | AmpC inh detg | AMA1-RON2 inh | LmPK inh | HCMV antiviral | Sm TGR block | AmpC no deterg
S=c1[nH]nc(CNc2ccc(Cl)cc2)n1Cc1ccccc1 | ? | 7.2% | 113.0%[activator] | ? | ? | 0.0% | -18.9%
Cc1cccc(C(=O)Nc2oc(-c3ccccc3)cc2C#N)c1 | -6.0% | ? | -3.7% | -3.4% | -12.5 | -1.2% | -35.0%
C#CCOCCOCCOCCNc1nc(N2CCN(C(=O)[C@H](Cc3ccc(O)cc3)n3cc(C(N)CC(C)C)nn3)CC2)nc(N2CCN(C(=O)[C@H](CCC(=O)O)n3cc(C(N)[C@H](C)CC)nn3)CC2)n1 (stereo not given in full) | -0.7% | -7.4% | 16.5% | 2.5% | nt | -25.3% | 192.0%[activator]
CCCCN1C(=O)CC2CCOC21C (stereo not given) | 4.0% | nt | -16.5% | nt | -25.3 | nt | nt
CN=C1S/C(=C\c2ccc(N3CCOCC3)c(F)c2)C(=O)N1C | -9.6% | 1.7% | 6.1% | -11.4% | 54.0 | -2.8% | -13.5%
O=C(Nc1ncccc1Cl)c1ccccc1F | -4.7% | -5.3% | -1.5% | -0.4% | -11.7 | 2.0% | -2.1%
COc1cccc(NC(=O)COC(=O)CC(NC(N)=O)c2ccc(Cl)cc2)c1 (stereo not given) | 0.4% | 5.6% | 11.5% | 4.4% | -3.8 | -0.7% | -0.6%
Cc1ccc(C(=O)Nc2nnc(S(=O)(=O)N3CCN(c4ccc(F)cc4)CC3)s2)cc1 | -7.4%&-1.1% | -3.1%&-4.1% | -1.2% | -4.8% | 6.2&26.8 | 8.0%&-5.5% | -29.9%
Cc1onc(-c2ccccc2)c1C(=O)Nc1nnc(N(C)Cc2ccccc2)s1 | -6.8% | -11.9% | 28.3% | 0.2% | 28.8 | -20.9% | -13.0%
COc1cc(C=NNc2ccc(S(=O)(=O)Nc3ccccc3C(=O)O)cc2[N+](=O)[O-])ccc1O | 0.0% | nt | -28.8% | nt | 10.4 | nt | -30.3%

Further structures:
smiles | Tb PYK inh | AmpC inh detg | AMA1-RON2 inh | LmPK inh | HCMV antiviral | Sm TGR block | AmpC no deterg
Cc1nn2c(=O)cc(COC(=O)c3cccc(NC(=O)c4cccs4)c3)nc2s1 | 0.0% | 5.8% | nt | nt | -11.4 | 5.2% | nt
CCN1CCN(CCc2nc3cc([N+](=O)[O-])ccc3n2C)CC1 | -0.5% | -7.9% | -8.8% | 0.6% | 9.5 | 3.9% | -0.5%
COc1ccccc1CNC(=O)COc1ccc(Br)c(C)c1 | -8.8% | 3.5% | 16.1% | -4.3% | -2.6 | 14.4% | -0.9%
Nc1nc(SCC(=O)NCCC(c2ccccc2)c2ccccc2)n[nH]1 | -7.2% | -10.1% | 3.2% | 1.1% | -32.5 | 1.6% | -30.8%
COC(=O)C1CCc2c(ccc3c2CCCC3)C1=O (stereo not given) | -4.4% | nt | 15.5% | nt | 4.6 | nt | nt
CCOC(=O)C1=CCN(S(=O)(=O)c2cccc(Cl)c2)C1c1ccc(F)cc1 (stereo not given) | -3.9% | nt | 11.2% | nt | -22.8 | nt | nt
CC(C)OCCCNC(=O)CCC(=O)NNc1nc2ccccc2c2nc(-c3ccccc3)nn12 | 0.5% | -16.5% | 74.3%[activator] | 3.0% | -29.8 | 1.1% | 179.3%[activator]
O=C(NC1CCCCC1)C(c1ccc(F)cc1)N(Cc1ccco1)C(=O)c1ccccn1 (stereo not given) | -0.3% | 5.8% | 15.8% | 10.7% | ? | ? | 58.3%
COc1cc(C#Cc2ccc3cc(C(C)(C)O)oc(=O)c3c2)cc(OC)c1 | -10.7% | -1.8% | 7.8% | nt | 35.7 | -13.6% | 56.3%
Cc1nc2ccccc2c2oc(C(=O)NCCCN3CCC(C)CC3)cc12 | 2.2% | ? | 0.0% | 0.9% | 52.7 | ? | -7.0%
Cc1cc(C)cc(N2C(=O)/C(=C\c3ccc(N4CCN(C)CC4)o3)C(=O)NC2=S)c1 | -13.9% | -3.5% | 3.4% | -14.5% | 39.9 | -22.7% | 2.3%
O=C1NC(Cc2ccccc2)c2nc3cc(F)ccc3c(=O)n2-c2ccc(Cl)cc21 (stereo not given) | nt | 1.1% | nt | nt | -21.7 | -0.8% | -37.4%
Cc1ccc(Oc2ccc(-c3nc(N)nc(N)n3)cc2)cc1C | 8.7% | -13.4% | 3.6% | 8.5% | 25.0 | -3.7% | -0.8%

Source: PubChem BioAssay (National Center for Advancing Translational Sciences (NCATS))
